Screens deposited in PubChem by several laboratories.
Mot1-301 SUMO: SUMOylation pathway inhibition by Mot1-301 growth rescue | S. cerevisiae Mot1-301 growth rescue, ATP luminescence, 38.5C; percent above DMSO median, 100 means doubled | growth rescue, % at 18.8 µM | 320,000 tested, 1% active | AID 2716;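 active = every valid replicate shows activation above 250% relative to neutral control wells; inactive = the rest, any valid replicate at or below 250%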;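 also: OY570 slx delta 5 strain wells were the positive control but not used for scaling; some compounds called inactive have numbers as strong as hits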
MITF TRPM1 HTS: increases MITF-driven TRPM1 promoter luciferase signal. AID 588334. activation, % at 12.5 µM. 300,000 tested, 0.75% active. SK-MEL-5 TRPM1-promoter luciferase, 24 h; % of positive control, neutral wells = 0;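 active = mean activation of at least 80% with every replicate also reaching 80%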;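 also: 0% = neutral control wells and 100% = parthenolide positive control wells; values of inactives mirror those of a sister screen read the other way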
dFosB activator: enhances mouse delta FosB homodimer DNA binding; P13346; purified delta FosB, TAMRA-CDK5 oligo fluorescence polarization; percent of positive-control signal above neutral wells; activation, % at 25 µM; 340,000 tested, 0.99% active; AID 493131;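 active = mean activation above about 17%, with every replicate also reaching it, limit read from the data, passing the limit was not always enough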;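 also: fluorescence polarization rise as delta FosB binds a TAMRA Cdk5 AP-1 oligo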
SR-BI DiI-HDL act: SR-BI HDL lipid transfer activation; CHO ldlA[mSR-BI] cells, DiI-HDL uptake fluorescence, 3 h; 100 = double the neutral-control signal; AID 504775; activation, % at 12.5 µM; 320,000 tested, 0.096% active;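 active = mean replicate activation of at least 60% and every replicate at or above 60%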;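 also: 0% = median plate neutral-control signal and 100% = twice that signal; values of inactives mirror those of a sister screen read the other way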
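System: LDL receptor-deficient CHO ldlA cells overexpressing murine SR-BI | Timing: 3 h uptake period with compound, 37 °C | Medium: HEPES-buffered (25 mM, pH 7.4) F12 plus 0.5% BSA | Dosing: Single-point compound dose | Signal: Bottom-read fluorescence, 550/595 nm | Read-out: Retained DiI signal reflecting DiI-HDL uptake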
Arrestin-AP2 inh: inhibitors of human beta-arrestin and AP2 interaction; inhibition, % at 10 µM; FITC-arrestin peptide / GST-AP2 beads, flow cytometry; AP2 beta2 appendage carries R879A mutation; 340,000 tested, 0.31% active;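 active = inhibition above a set limit, near 3 SD of compounds lacking own fluorescence, cut at about 54% in these data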;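 also: plate controls were DMSO wells for no effect and 5 µM unlabelled arrestin peptide for full effect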
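System: GST-AP2 R879A glutathione beads; medium: PBS, Tween 20 0.05%, BSA 0.1%; reagent: fluorescein-tagged arrestin peptide at 50 nM final; schedule: pre-incubation 12 min, peptide binding 1 h, room temperature; detection: flow cytometry, FL1 (488/535 nm); read-out: inhibition as reduced fluorescein signal on beads, percent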
NSD2 HMT inh: NSD2 (human) methyltransferase inhibition; O96028; NSD2 peptide methylation, AlphaScreen, 120 min; inhibition, % at 12.5 µM; 310,000 tested, 0.54% active; in the data active = inhibition above about 50%
CDK5 inh: inhibitors of human CDK5/p35 kinase; Q00535+Q15078; Recombinant CDK5/p35, ADP-Glo luminescence, 60 min; inhibition, % at 10 µM; 330,000 tested, 0.01% active; AID 488839;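 active = highest replicate inhibition of at least 50% and at least 75% of replicates reaching 50%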;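 also: plate controls were DMSO neutral control for no effect and GW8510 at 10 µM for full effect; many of its hits are not listed in these tables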
SR-BI DiI inh: blocks mouse SR-BI lipid uptake from DiI-HDL. AID 488896. inhibition, % at 12.5 µM. ldlA[mSR-BI] CHO cells, DiI-HDL uptake fluorescence, 3 h. 320,000 tested, 0.96% active;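 active = mean replicate inhibition of at least 70% and a set share of replicates each scoring 70 or more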;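 also: 0% = median of neutral control wells and 100% = median of positive control wells; values of inactives mirror those of a sister screen read the other way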
PKA-R2B activ: activates the human PKA-R2B holoenzyme complex. 340,000 tested, 0.079% active. P22694+P31323. AID 504700. activation, % at 11.4 µM. PKA-R2B holoenzyme dissociation, Cy5-IP20 fluorescence polarization; R2B truncated from residue 108, S112A mutant; 0% DMSO only, 100% 113 µM cGMP;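 active = activation above a cutoff set at the mean over all compounds plus 3 SD, cut at about 18% in these data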;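 also: higher means more holoenzyme dissociation and a rise in polarization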
PKA-R1A act: PKA-R1A complex activation; P00514+P68181; PKA-R1A dissociation, Cy5-IP20 fluorescence polarization; scaled: DMSO 0%, 113 µM cGMP 100%; activation, % at 11.4 µM; 340,000 tested, 0.083% active; AID 504707;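 active = percent activation above the mean of all tested compounds plus 3 SD, cut at about 19% in these data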;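 also: higher means more PKAc released from R1A so a rise in polarization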
Pemphigus Ab inh: human desmoglein-3 autoantibody binding inhibition; DSG3-coupled beads, scFv-anti-DSG3-GFP binding, flow cytometry; hits give low values; binding (percent of control), % at 10 µM; 310,000 tested, 0.48% active;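 active = binding more than 3 SD below its plate's average and above zero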;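 also: hits lower antibody fragment binding to DSG3; some compounds called inactive have numbers as strong as hits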
Target sequence (P32926 whole entry, looked up, the tested form may be a part): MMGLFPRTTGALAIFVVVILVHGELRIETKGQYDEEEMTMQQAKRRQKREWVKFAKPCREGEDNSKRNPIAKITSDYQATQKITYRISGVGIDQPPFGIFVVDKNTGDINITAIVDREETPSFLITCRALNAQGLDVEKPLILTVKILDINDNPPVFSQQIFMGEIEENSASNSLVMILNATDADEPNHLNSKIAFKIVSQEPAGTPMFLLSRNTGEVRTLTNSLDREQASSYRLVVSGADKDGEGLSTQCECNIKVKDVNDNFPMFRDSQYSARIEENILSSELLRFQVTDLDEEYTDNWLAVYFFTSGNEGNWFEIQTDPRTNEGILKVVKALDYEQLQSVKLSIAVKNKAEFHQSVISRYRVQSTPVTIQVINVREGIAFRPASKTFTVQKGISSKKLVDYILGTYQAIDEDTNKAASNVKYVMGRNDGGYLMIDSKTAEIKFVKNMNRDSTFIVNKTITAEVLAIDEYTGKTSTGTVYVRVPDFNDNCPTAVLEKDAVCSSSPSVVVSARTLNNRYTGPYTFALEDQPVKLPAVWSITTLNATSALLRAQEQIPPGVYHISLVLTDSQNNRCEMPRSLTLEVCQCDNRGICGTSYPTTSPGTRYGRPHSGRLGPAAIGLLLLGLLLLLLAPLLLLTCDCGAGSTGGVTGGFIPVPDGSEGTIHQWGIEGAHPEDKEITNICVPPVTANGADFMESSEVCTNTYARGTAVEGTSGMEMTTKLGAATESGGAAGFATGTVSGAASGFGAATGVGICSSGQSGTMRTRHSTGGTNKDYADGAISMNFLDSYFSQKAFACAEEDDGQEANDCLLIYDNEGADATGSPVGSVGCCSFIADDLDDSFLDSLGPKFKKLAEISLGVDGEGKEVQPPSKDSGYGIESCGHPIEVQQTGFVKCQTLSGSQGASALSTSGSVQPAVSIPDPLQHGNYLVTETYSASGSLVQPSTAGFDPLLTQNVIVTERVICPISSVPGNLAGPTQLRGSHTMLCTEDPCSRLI
The depositor's hits bear a star; / = no result given.

SMILES	Mot1-301 SUMO	MITF TRPM1 HTS	dFosB activator	SR-BI DiI-HDL act	Arrestin-AP2 inh	NSD2 HMT inh	CDK5 inh	SR-BI DiI inh	PKA-R2B activ	PKA-R1A act	Pemphigus Ab inh
CC(=O)Nc1ccc(NC(=O)CCc2nc3sc4c(c3c(=O)[nH]2)CCCC4)cc1	-3	-5	-4	12	-1	0	-1.6	-12	-3	-2	112
CCc1nnc(NC(=O)C2Cc3ccccc3CN2S(=O)(=O)c2c(C)c(C)cc(C)c2C)s1 (stereo not drawn)	20	5	-11	-28	21	-1	0.8	28	-9	-8	98
Cc1ccc(-c2csc3nc[nH]c(=O)c23)cc1	10	5	-7	-12	14	-3	1.4	12	-7	4	100
CN(CCc1ccccn1)C(=O)Nc1ccc(Cl)cc1	-10	41	3	5	36	2	0.6	-5	6	-10	95
Cc1cccc(NC(=O)Nc2ccc(C)c(C)c2)n1	45	32	6	-26	28	-1	0.4	26	-6	-10	100
CCOC(=O)CC(=O)Nc1ccccc1C(=O)O	-5	-1	-5	37	8	1	0.2	-37	4	5	124
CCOc1cccc(/C(O)=C2/C(=O)C(=O)N(CCOC)C2c2ccncc2)c1 (stereo not drawn)	16	0	-6	35	30	2	-0.9	-35	7	7	102
NS(=O)(=O)c1ccc(CNS(=O)(=O)c2ccc3c(c2)OCCO3)cc1	73	4	2	-2	25	2	0.5	2	-17	-8	/
COc1ccc(CCNC(=O)c2ccc(Cl)c(S(=O)(=O)N3CCCC3)c2)cc1	/	/	-6	-12	-8	-1	-2.4	12	8	0	110
COc1ccc(/C=N/Nc2nonc2N)cc1OC	2	-17	-5	-8	-4	-2	-0.9	8	-8	0	107
O=C(Nc1ccc2c(c1)nc1n2CCN(Cc2ccccc2)C1)c1cccs1	17	/	14	-25	0	-1	-1.6	25	7	-2	100
O=C(Nc1ccccc1)c1ccc(NC2CCCCC2)c(S(=O)(=O)N2CCOCC2)c1	-15	/	4	-16	0	-1	1.3	16	7	-8	97
CCOC(=O)C1(Cc2ccc(Cl)cc2)CCN(C(=O)c2cscn2)CC1	9	-13	-1	-4	-35	-6	-3.3	4	-5	1	99
CCOC(=O)c1cnc2ccc(OCC)cc2c1NCc1ccccc1OC	193	-21	-9	-38	-10	-2	2.0	38	-2	-7	111
COC(=O)c1ccc2c(=O)n(CCN3CCOCC3)c(SCC(=O)NCc3ccccc3)nc2c1	5	6	-5	8	2	7	1.6	-8	-5	-6	123
CC(C)C(NS(=O)(=O)c1ccccc1)C(=O)OCC(=O)NNC(=O)c1ccccc1 (stereo not drawn)	/	3	-3	26	2	-2	0.8	-26	-6	0	93
COc1ccc2c(c1)c(=O)oc1cc(OCC(=O)N3CCc4ccccc4C3)ccc12	196	/	-3	21	4	/	-0.4	-21	-13	-3	92
Cc1ccc2[nH]c3c(c2c1)CCCC3NC(=O)CCl (stereo not drawn)	6	/	2	-37	-8	5	0.1	37	-6	-6	99
O=C(NCc1cccs1)Nc1cccs1	-8	5	-4	7	3	-2	-0.5	-7	-12	11	107
CCOC(=O)c1ccc(N2C(=O)CC(N3CCN(C/C=C/c4ccccc4)CC3)C2=O)cc1 (stereo not drawn)	/	6	-3	5	17	1	-0.1	-5	-1	-4	/
Cc1cc(=O)oc2cc(Oc3ccc([N+](=O)[O-])cc3C(F)(F)F)ccc12	23	0	-1	-25	6	/	0.8	25	-20	-9	103
CCN1CCN(C(=O)CS(=O)Cc2nc(-c3ccc(OC)cc3)oc2C)CC1 (stereo not drawn)	-6	/	-6	-1	4	/	-1.9	1	2	-5	116
C=CCOc1ccc(CNn2cn[nH]c2=S)cc1OC	13	-1	3	32	11	6	-2.5	-32	3	4	122
COc1ccc(S(=O)(=O)N(CCC(N)=O)Cc2ccco2)cc1OC	-14	0	2	-7	6	9	-4.9	7	2	3	115
CCc1c(C)nc(N)nc1OCC(F)(F)C(F)F	10	2	-2	-9	-7	0	0.1	9	6	9	100
O=C(CSc1nccn1Cc1ccccc1)NCc1ccccc1	2	3	-5	19	35	-2	4.7	-19	-8	-9	101
NC(=O)C1CCN(C(=O)/C(=C/c2ccco2)NC(=O)c2ccccc2)CC1	-1	-7	-9	/	9	31	2.9	/	4	-11	115
Cc1cc2nc(N3C(=O)CNC3=S)sc2cc1C	-15	-4	-1	9	-5	-6	-0.1	-9	-7	0	99
Cc1ccc(CNS(=O)(=O)c2ccc3c(c2)n(C)c(=O)c(=O)n3C)cc1	-6	-9	-10	36	5	0	0.1	-36	0	-8	98
CCOC(=O)N1CCN(C(=O)C2CCN(S(=O)(=O)N3CCCC3)CC2)CC1	8	-3	-1	11	14	0	-2.7	-11	1	-3	98
C=CCNCCOCCSc1ccc(Cl)cc1	1	-3	2	16	-7	40	2.4	-16	-6	-9	100
O=C(COc1ccc2ccccc2c1)N[C@@H](C(=O)O)c1ccc(O)cc1	-14	-6	2	17	12	3	-0.6	-17	-11	-5	96
Cc1nc(NC(=O)CSc2nc3ccccc3s2)sc1C(=O)N(C)C	59	-21	-10	13	19	-4	-0.2	-13	-4	-5	115
Cc1ccc(S(=O)(=O)N2CCC(C(=O)NCCc3ccc(S(N)(=O)=O)cc3)CC2)cc1	1	-1	-5	7	-9	0	-1.0	-7	0	4	97
O=C(NCCN1CCCCC1)Nc1ccccc1F	-5	/	1	12	-3	2	-0.5	-12	2	0	111
COc1ccc(OCCC(=O)OCC(=O)NCCc2ccccc2)cc1	3	-7	-3	15	-9	-4	-2.4	-15	4	-3	108
CN(C)S(=O)(=O)n1cnc2ccccc21	-2	-16	-4	6	-8	0	-0.4	-6	-9	7	103
COc1ccccc1NC(=O)c1ccc(NC(=O)c2ccco2)cc1	-11	11	-8	/	26	-3	-0.1	/	-11	-11	/
COc1ccc(CN2C(=NC(=O)C3CCCO3)SC3CS(=O)(=O)CC32)cc1OC (stereo not drawn)	0	0	-6	/	-4	24	-3.7	/	6	2	/
O=C(Nc1sc2c(c1C(=O)c1ccccc1)CCCC2)c1cccnc1	-1	-1	5	-39	-4	0	0.8	39	6	-13	/
O=C(Nc1ccccc1F)Nc1cc(Cl)ccc1-n1cncn1	199	11	-3	-2	19	2	-2.4	2	3	18	103
COc1ccc(Cc2nc3ccc(C(=O)N4CCC[C@H]4CO)cc3o2)cc1	-4	-3	5	8	2	-1	0.1	-8	-3	-2	98
COc1ccc(N2CCN(C(=O)c3ccc(COc4ccc5c(C)cc(=O)oc5c4)cc3)CC2)cc1	-7	8	-3	9	7	1	-0.2	-9	-4	1	99
COc1ccc(Cl)cc1NC(=O)CN(C)C(=O)c1cc2c(s1)CCC(C)C2 (stereo not drawn)	259	-4	-8	-30	2	0	-0.4	30	-6	2	103
COC(=O)Nc1cccn(Cc2c(Cl)cccc2Cl)c1=O	-7	/	2	2	4	2	-0.3	-2	-9	-25	99
Cc1nc(NC(=O)CCN2C(=O)C3CC=CCC3C2=O)sc1C (stereo not drawn)	1	15	5	3	-13	-4	0.4	-3	2	-6	101
CC1CCC(NC(=O)C2CCN(c3c4c(nc5ncnn35)CCC4)CC2)CC1 (stereo not drawn)	-6	/	-2	/	-7	/	-0.4	/	-9	-6	92
CC1CCC2(CC1)NC(=O)N(CC(=O)NCCc1c[nH]c3ccccc13)C2=O (stereo not drawn)	-8	-18	-6	-21	-17	-1	1.1	21	-8	-9	103

The closing 2 compounds of the section before open the next one.
SMILES	Mot1-301 SUMO	MITF TRPM1 HTS	dFosB activator	SR-BI DiI-HDL act	Arrestin-AP2 inh	NSD2 HMT inh	CDK5 inh	SR-BI DiI inh	PKA-R2B activ	PKA-R1A act	Pemphigus Ab inh
CC1CCC(NC(=O)C2CCN(c3c4c(nc5ncnn35)CCC4)CC2)CC1 (stereo not drawn)	-6	/	-2	/	-7	/	-0.4	/	-9	-6	92
CC1CCC2(CC1)NC(=O)N(CC(=O)NCCc1c[nH]c3ccccc13)C2=O (stereo not drawn)	-8	-18	-6	-21	-17	-1	1.1	21	-8	-9	103
CCSc1nc2cc(S(=O)(=O)N3CCOCC3)ccc2o1	14	10	-4	19	-29	0	0.7	-19	-10	-8	97
Cc1ccc(OCC(=O)Nc2ccc3c(c2)OC(F)(F)O3)c([N+](=O)[O-])n1	34	-6	6	-57	26	-3	-0.1	57	-7	-9	116
COc1ccc(-c2c(C#N)c(N)nc3sc(C(=O)c4ccc(C)cc4)c(N)c23)cc1	84	-7	-1	-19	5	-1	-4.7	19	-2	4	95
O=C(c1cc2ccccc2o1)c1nc2c(n1O)CCCCC2	-13	14	4	-4	0	2	-4.2	4	-12	-8	101
O=C(N/N=C/c1cccnc1)c1[nH]ncc1Br	13	41	-7	-10	-9	-2	1.6	10	8	-3	104
CCOC(=O)C1=CN(Cc2ccco2)S(=O)(=O)N(C)C1CC (stereo not drawn)	/	8	-8	6	-2	/	-1.5	-6	-6	12	102
CCSc1nnc(NC(=O)c2cccnc2Cl)s1	-30	/	1	9	15	2	-0.3	-9	3	-10	95
COc1ccc(OC)c(CC(=O)Nc2cc(S(=O)(=O)N3CCCCC3)ccc2C)c1	-3	-8	-6	-38	38	0	-0.4	38	-2	3	96
CC(C)NC(=O)CSc1ncccc1-c1nc2ccccc2[nH]1	2	5	-13	-14	5	-1	2.0	14	-5	15	97
CCCc1c(C)[nH]c2ccc(C(=O)O)cc2c1=S	/	-6	-10	19	8	/	-5.4	-19	-6	-7	97
Cc1nnc(SCCCN2C(=O)c3ccccc3C2=O)o1	46	/	9	23	-8	-1	-0.4	-23	0	2	100
Cc1cc(C)c(NC(=O)CN2CCN(c3ccccn3)CC2)c(C)c1	0	/	0	8	-6	-2	-1.1	-8	4	-9	114
Cc1ccc(C(=O)N/C(=C\c2cn(C)c3ccccc23)C(=O)NCCN2CCOCC2)cc1	4	-6	-17	2	53	0	-1.7	-2	-2	-3	103
CSC1=NCCN1C(=O)Cc1cccs1	1	-1	2	9	5	/	-0.3	-9	0	-2	105

The order is random. About 4.7% of those tested had a hit in this group.
